GLS inhibitor – inhibitors of human glutaminase (GLS); O94925; GLS enzymatic activity, qHTS titration; Potency, µM (doses to about 45.5 µM), for inactives: top-dose activity change, negative = inhibition, most hits filed as inhibitors; actives 0.21% (n = 410,000); AID 624170; also: % is scaled to controls: 0 for no effect and ±100 for the full control effect
Target sequence (O94925 whole entry, looked up): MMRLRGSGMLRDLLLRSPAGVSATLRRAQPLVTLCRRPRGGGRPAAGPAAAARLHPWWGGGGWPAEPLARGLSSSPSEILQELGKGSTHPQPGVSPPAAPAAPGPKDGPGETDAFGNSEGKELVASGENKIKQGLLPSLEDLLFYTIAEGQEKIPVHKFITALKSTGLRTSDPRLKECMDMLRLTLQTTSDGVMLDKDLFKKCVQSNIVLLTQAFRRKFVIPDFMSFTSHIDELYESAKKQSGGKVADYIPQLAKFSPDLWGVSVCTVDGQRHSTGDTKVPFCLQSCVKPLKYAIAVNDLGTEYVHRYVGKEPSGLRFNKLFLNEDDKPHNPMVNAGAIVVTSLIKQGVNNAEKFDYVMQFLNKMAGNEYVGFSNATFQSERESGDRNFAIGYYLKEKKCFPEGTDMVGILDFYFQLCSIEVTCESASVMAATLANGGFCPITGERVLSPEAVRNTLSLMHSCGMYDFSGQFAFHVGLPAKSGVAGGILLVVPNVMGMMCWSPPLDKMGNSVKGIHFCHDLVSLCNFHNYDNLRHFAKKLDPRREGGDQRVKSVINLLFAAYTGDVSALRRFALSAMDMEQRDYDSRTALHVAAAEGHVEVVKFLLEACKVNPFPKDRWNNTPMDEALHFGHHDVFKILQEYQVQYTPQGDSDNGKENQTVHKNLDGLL
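Assay buffer: 45 mM KH2PO4 pH 8.2, 0.02% Tween-20. hKGA acts on L-glutamine (1 mM solution added); product glutamate is reported by an oxidase/peroxidase Amplex Red coupling, with fluorescence taken at baseline and 30 min.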
ALOX12 inh – blocks human arachidonate 12S-lipoxygenase. Potency, µM (top dose mostly 108 µM), inactives show at the top dose activity change, negative = inhibition, usual class: inhibitors. actives 1.1% (n = 580,000). purified 12hLO, xylenol orange hydroperoxide absorbance. AID 1671190. P18054; also: % is scaled to controls: 0 for no effect and ±100 for the full control effect
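Hydroperoxide product was detected by ferrous iron/xylenol orange as the 573 to 405 nm absorbance ratio. Arachidonic acid at 40 uM (final) was turned over for 30 min at room temperature by 150 nM human 12hLO, pH 7.0 Hepes buffer, after 15 min compound preincubation.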
RGS4 inh – inhibitors of human regulator of G protein signaling 4. actives 0.039% (n = 390,000). Potency, µM (titrated, usually from 114 µM), for the others: top-dose activity change, negative = inhibition, hits mostly inhibitors. P49798. Transcreener GDP fluorescence polarization, RGS4-accelerated GTP hydrolysis; also: % is scaled to controls: 0 for no effect and ±100 for the full control effect; nearly all actives have a fitted effect of over 75% in size; some results filed as inactive show a strong effect at the top dose
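MLSMR compounds (23 nl, pin-transferred) preincubated 10 min at room temperature with a 500nM (2x) first reagent, then RGS4 at 900nM (2x) plus Transcreener GDP mix added; fluorescence polarization (620/688 nm) read before and after 90 min at 30 °C.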
PGK inhibitor – inhibitors of T. brucei phosphoglycerate kinase; P07378; PGK/GAPDH coupled, Kinase-Glo luminescence, 60 min; Potency, µM (series often up to 57.5 µM), without a hit: top-dose activity change, negative = inhibition, actives largely listed as inhibitors; actives 0.043% (n = 380,000); also: % is scaled to controls: 0 for no effect and ±100 for the full control effect; nearly all actives have a fitted effect of over 60% in size
Target sequence (P07378 whole entry, looked up): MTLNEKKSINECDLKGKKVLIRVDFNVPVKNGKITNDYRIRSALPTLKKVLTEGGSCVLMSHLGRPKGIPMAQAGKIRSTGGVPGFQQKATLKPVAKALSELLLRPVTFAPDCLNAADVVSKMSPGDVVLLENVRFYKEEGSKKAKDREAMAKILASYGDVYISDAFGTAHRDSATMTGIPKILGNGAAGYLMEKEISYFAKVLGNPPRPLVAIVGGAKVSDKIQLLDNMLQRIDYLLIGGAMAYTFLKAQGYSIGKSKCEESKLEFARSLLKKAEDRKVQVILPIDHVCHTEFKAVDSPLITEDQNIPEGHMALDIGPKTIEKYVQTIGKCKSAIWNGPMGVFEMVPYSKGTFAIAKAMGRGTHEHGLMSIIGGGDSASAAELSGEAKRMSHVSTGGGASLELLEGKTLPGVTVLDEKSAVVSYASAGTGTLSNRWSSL
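Luminescent ATP detection (Kinase-Glo Plus) follows a 60-minute room-temperature incubation, with wells lacking PGK as controls. Buffer: 100 mM TEA (pH 7.6), 5 mM MgCl2, 0.01% Tween-20. Coupling enzyme GAPDH (100 nM final) supplies unstable 1,3-BPG in-well.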
HP1b binding inh – inhibitors of HP1-beta chromodomain binding to methylated histone tails; AlphaScreen HP1-beta / biotin-H3K9me3 peptide binding; Potency, µM (highest dose often 114 µM), without a hit: at the top dose activity change, negative = inhibition, hits mostly inhibitors; actives 0.56% (n = 390,000); AID 540317; also: nearly all actives have a fitted effect of over 70% in size; inactives centre near 23
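AlphaScreen: HP1-beta (50 nM) preformed 30 min with biotin-H3(1-18)K9me3 peptide (50 nM) in PBS pH 7.4, 0.01% Tween-20. Compound added for 30 min at RT, then streptavidin donor/nickel chelate acceptor beads (10 ug/mL) for 30 min.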
JMJD2A Tudor – JMJD2A Tudor domain (human) inhibition. O75164. AlphaScreen JMJD2A-Tudor / H3K4me3 peptide binding. Potency, µM (highest dose often 114 µM), for inactives: top-dose activity change, negative = inhibition, most hits filed as inhibitors. actives 4.4% (n = 390,000). AID 504339; also: % is scaled to controls: 0 for no effect and ±100 for the full control effect; nearly all actives have a fitted effect of over 50% in size
TrxR1 inh – blocks rat thioredoxin reductase 1; Potency, µM (series often up to 114 µM), for the others: at the top dose activity change, negative = inhibition, hits mostly inhibitors; actives 1% (n = 390,000); AID 588453; recombinant rTrxR1, NADPH fluorescence consumption, selenite substrate; also: % is scaled to controls: 0 for no effect and ±100 for the full control effect; nearly all actives have a fitted effect of over 65% in size
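Rat TrxR1 (90 nM in the dispensed reagent) was pre-reduced with 400 uM NADPH for 5 min at room temperature, then incubated with compound for 15 min. After 400 uM selenite was added, NADPH fluorescence (Ex 340/Em 450 nm) was followed for 8 min.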
Pin1 inhibitor – human Pin1 inhibition; Q13526; Pin1 FP peptide displacement, HiFluor488, 10 min; Potency, µM (highest dose often 115 µM), inactives show top-dose activity, negative = inhibition, actives largely listed as inhibitors; actives 0.009% (n = 390,000); AID 504891; active = well fitted inhibition curve with a large enough effect in the polarisation, with a control signal flat, not every such curve was filed as active; inconclusive = small, poorly fitted or top-dose-only effect, or effect the other way, or a change in a side signal; inactive = no such curve, though single readings can be large or run the other way; the % refers to the polarisation; also: % is scaled to controls: 0 for no effect and ±100 for the full control effect
ERG-DNA inh – ERG Ets/DNA interaction inhibition | fluorescence polarization, His-ERG Ets domain / labelled DNA | Potency, µM (titrated, usually from 76.9 µM), inactives show at the top dose FP activity, negative = inhibition, hits mostly inhibitors | actives 0.028% (n = 370,000) | AID 624246; active = well fitted inhibition curve with a large enough effect in the polarisation, with a control signal flat; inconclusive = small, poorly fitted or top-dose-only effect, or effect the other way, or a change in a side signal; inactive = no such curve, though single readings can be large or run the other way; the % refers to the polarisation;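 also: polarization taken with two DNA probes labelled with fluorescein and Texas red; % of control where 0% means no effect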
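His-tagged ERG Ets domain (1 uM in the protein solution; 300mM KCl, 50mM Tris-HCl, 1mM EDTA, 1mM DTT, pH 7.5) received compound, then a probe mix of 5 nM fluorescein-DNA and 100nM Texas-615-DNA. Fluorescence polarization was read for both dyes.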
The depositor's hits bear a star; i = inactive; ? = inconclusive; nt = no result given; & = joins results of further samples; [ ] = another dose, or the depositor's remark. Unless noted, calls follow the shape of the dose curve; as a rule, active = well fitted curve in the direction sought with a large enough effect; inconclusive = small, poorly fitted or top-dose-only effect, or another doubt; inactive = no such curve, though single readings can be large; an effect the other way counts as inactive or inconclusive. Potency is read from the fitted curve at half-maximal effect.

| GLS inhibitor | JMJD2A Tudor | canonical_smiles | HP1b binding inh | PGK inhibitor | ERG-DNA inh | Pin1 inhibitor | RGS4 inh | ALOX12 inh | TrxR1 inh |
| --- | --- | --- | --- | --- | --- | --- | --- | --- | --- |
| 10% | -5% | CCc1nc(N[C@H](C(=O)O)C(C)CC)c2oc3ccccc3c2n1 (some centres not stated) | 13% | -2% | 3% | -2% | 9% | 2% | -2% |
| 5% | 11% | CCN(CC)C(=S)SCC(=O)NC12CC3CC(CC(C3)C1)C2 | 71%[activator] | -1% | -7% | -1% | -23% | 4% | -2% |
| -5% | -9% | Cc1cc(C(=O)COC(=O)Cc2n[nH]c(=O)c3ccccc23)c(C)n1CC(F)(F)F | 39%[activator] | 3% | -5% | -1% | -21% | -27%&-30% | 19% |
| 3% | -4% | CC(C)CC(=O)NS(=O)(=O)c1ccc(NS(C)(=O)=O)cc1 | 38% | -3% | -12% | -1% | 19%[56.9 µM] | -21% | 2% |
| -12% | -19%[11.4 µM] | N#C/C(=C/c1ccc(Sc2nc3ccccc3[nH]2)o1)c1cccc(Br)c1 | 49%[activator] | -6% | 5% | ? | 6%[11.4 µM] | 0% | 18%[57.1 µM] |
| 19% | -2% | CC(C)Sc1nc2[nH]ncc2c(=O)[nH]1 | 32% | -1% | -18% | -2% | -6% | -19% | -6%[57.1 µM] |
| 9%&25% | -23% | CCN(CC)CCOc1ccc2nc(N(C)C)sc2c1 | 44%[activator] | -1% | -10% | 1% | -9% | 0% | 11% |
| 2% | -6% | CCCCN(C1CCS(=O)(=O)C1)S(=O)(=O)c1cccs1 (configuration not stated) | 4% | -7% | 7% | -12% | -3% | 3% | 14%[57.1 µM] |
| -4% | -10% | COc1ccc(CNC(=O)C(Cc2ccccc2)n2cccc2)cc1 (configuration not stated) | -4% | 1% | -9% | -7% | 8% | -4% | 12% |
| -5% | -18% | Cc1cccc(C(=O)C2CCOC(C)(C)C2)c1 (configuration not stated) | 12% | -2% | -4% | 0% | 53% | 10% | 5% |
| 0% | ? | CCCn1c(SCC(=O)c2cc(C)n(-c3ccc4c(c3)OCO4)c2C)n[nH]c1=O | -33% | 0% | ? | -1% | -25% | -20% | -13% |
| -1% | 3% | CC(C)N1CC(C(=O)Nc2ccc(Br)c(Cl)c2)CC1=O (configuration not stated) | 28% | 1% | 6% | 0% | -15% | ? | 9% |
| 2% | ? | CCN1CCN(c2cc(C)c3cc(NC(=O)c4cccc(Cl)c4)ccc3n2)CC1 | -4% | 0% | 2% | -2% | -5% | -21% | -3% |
| -1%&-6% | -3%&-5% | Cc1cc(C)n2nc(CNS(=O)(=O)c3ccc(C)c(C)c3)nc2n1 | 33%&10% | 1%&-9% | -3%&-1% | 0%&-3% | -10%&-5% | -2%&-1% | 11%[57.1 µM] |
| 0% | -5% | O=C(N/N=C/c1ccccc1OC(F)F)C1=COCCO1 | 18% | -3% | 0% | 6% | 7% | -6% | 12%[57.1 µM] |
| 0% | -12% | Cc1cc(NC(=O)CCC(=O)N(c2ccccc2)C(C(=O)NC2CCCCC2)c2cccs2)no1 (configuration not stated) | 13% | i | -12% | 9% | -18% | 299%[activator] | 18% |
| -28% | -32% | O=C1CCCc2c1oc1c2CCCC1 | ? | -9% | -2% | ? | -1% | ? | -21% |
| 0% | 7% | NC(=O)c1ccc(NC(=O)c2cccc3c2OCCCO3)cc1 | 38%[activator] | 4% | 7% | 1% | 9% | 0% | 20% |
| 15% | -9% | CC(C)(C)NC(=S)NNC(=O)c1cccc(Br)c1 | 28% | -10% | -10% | 0% | -31% | ? | 9% |
| 7% | ? | COc1ccc(S(=O)(=O)N2CCN(C(=O)c3cccs3)CC2)cc1 | 11% | -9% | -8% | 1% | -8% | 0% | -113% |
| 7% | -14% | O=C(Cn1cnc2ccccc2c1=O)NC1CCCc2ccccc21 (configuration not stated) | 36% | -1% | -9% | 7% | -14% | ? | 12%[57.1 µM] |
| 18% | -19% | O=C(NCC(c1cccnc1)N1CCN(c2ccc(F)cc2)CC1)c1ccco1 (configuration not stated) | 15% | -3% | -5% | -4% | 7% | 9% | 7%[57.1 µM] |
| -2% | -19% | CCN(Cc1ccccc1)C(=O)c1cccc(S(=O)(=O)N2CCN(c3ccccc3)CC2)c1 | 17% | -12% | -6% | 2% | 7% | 5% | -6% |
| -8% | -31% | O=C(O)COc1ccc(-c2nc(-c3ccccc3)c(-c3ccccc3)[nH]2)cc1 | -15% | -8% | 4% | -2% | 27% | -11% | 17% |
| 1% | -14% | O=C(CSc1ccc(F)cc1)NNC(=O)c1ccccc1Br | 43%[activator] | -3% | -12% | -12% | -1% | 12% | 9% |

Limited to TrxR1 inh and JMJD2A Tudor, for some of the entries so far:
molecule	TrxR1 inh	JMJD2A Tudor
Cc1cc(NC(=O)CCC(=O)N(c2ccccc2)C(C(=O)NC2CCCCC2)c2cccs2)no1 (configuration not stated)	18%	-12%
NC(=O)c1ccc(NC(=O)c2cccc3c2OCCCO3)cc1	20%	7%
O=C(O)COc1ccc(-c2nc(-c3ccccc3)c(-c3ccccc3)[nH]2)cc1	17%	-31%
CC(C)(C)NC(=S)NNC(=O)c1cccc(Br)c1	9%	-9%
COc1ccc(S(=O)(=O)N2CCN(C(=O)c3cccs3)CC2)cc1	-113%	?

More records follow.
| GLS inhibitor | JMJD2A Tudor | canonical_smiles | HP1b binding inh | PGK inhibitor | ERG-DNA inh | Pin1 inhibitor | RGS4 inh | ALOX12 inh | TrxR1 inh |
| --- | --- | --- | --- | --- | --- | --- | --- | --- | --- |
| 3% | -10% | O=C(Cc1ccc(Cl)cc1)Nc1ccc(C(=O)N2CCOCC2)cc1 | 31% | 3% | 5% | -20% | 27% | -8% | -11% |
| 4% | -30% | CCOC(=O)c1c(C)n(-c2ccccc2)c2ccc(OCCN(C)C)cc12 | 20% | 5% | -2% | -1% | -4% | 253%[activator] | 9% |
| ? | -19% | CCCC1c2ccsc2CCN1C(=S)NC (configuration not stated) | -6% | i | -2% | -6% | 0% | 52%[activator] | 0% |
| 0% | -10% | CCCNS(=O)(=O)c1ccc(OCC(=O)N2CCc3ccccc3C2)c(C)c1 | 37% | 3% | 11% | 13% | 6% | -10% | 26% |
| -9% | -5% | O=C(Cn1c(=O)n(Cc2ccc3c(c2)OCO3)c(=O)c2ccccc21)Nc1cccc(Cl)c1 | 46%[activator] | -6% | 1% | 18% | 4% | 0% | 23% |
| -9% | 111%[activator] | O=c1sc2ccccc2n1CCCOc1ccccc1 | 292%[activator] | -13% | 6% | -6% | -36% | 0% | 11% |
| -2% | -7% | NC(=O)C1CCN(C(=O)COc2ccc(S(=O)(=O)NCc3ccccc3)cc2Cl)CC1 | 33% | 4% | 3% | -4% | 20% | -16% | 15% |
| -7% | -12% | Cc1ccccc1NC(=O)COC(=O)[C@@H]1CCCN1C(=O)c1cccs1 | -14% | 2% | 120%[activator] | ? | -7% | 3% | 15% |
| 4% | -5% | COc1ccc(C(=O)Nc2cc(C(F)(F)F)ccc2-n2cncn2)cc1 | 22% | -2% | 1% | 3% | 15% | -22% | -19% |
| 0% | -3% | CCC(CC)C1C(C#N)=C(N)Oc2n[nH]c(C)c21 (configuration not stated) | 32% | -1% | 0% | -2% | -13% | -30% | 11%[57.1 µM] |
| 3% | -13% | COc1ccc2cc(/C=N/NC(=O)c3ccc(CN(c4cccc(Cl)c4Cl)S(C)(=O)=O)cc3)c(Cl)nc2c1 | 24% | -9% | 5% | 34%[activator] | -1% | 19% | -18% |
| 4% | -13% | CC(C)(C)c1ccc(C(=O)N2CCC(C(=O)NC3CCCCCC3)CC2)cc1 | 0% | -5% | -8% | 3% | -14% | -1% | 3% |
| -1% | -5% | Fc1cccc(CSc2ccc(-c3ccc4c(c3)OCO4)nn2)c1 | 33% | 4% | 3% | 10% | -10% | -23% | 16% |
| ? | ? | COC(=O)c1cccc(Nc2c(-c3ccc(OC)cc3)nc3nc[nH]n23)c1 | ? | i | 1% | 1% | 26% | 16% | 5%[57.1 µM] |
| nt | 40µM* | COc1cc(OC)c2c(C)cc(=O)oc2c1C(CCN1CCCCC1)c1ccc(N(C)C)cc1 (configuration not stated) | ? | nt | nt | 1% | 0% | nt | -4% |
| 8% | 71µM* | C=CCN1C(=O)/C(=c2\sc3nc(=O)c(Cc4ccccc4Cl)nn3c2=O)c2ccccc21 | ? | i | 15% | nt | -157% | ? | ? |

Given with values under each structure: part of the list above
The line under a structure holds: GLS inhibitor, JMJD2A Tudor, HP1b binding inh, PGK inhibitor, ERG-DNA inh, Pin1 inhibitor, RGS4 inh, ALOX12 inh, TrxR1 inh
- CCCNS(=O)(=O)c1ccc(OCC(=O)N2CCc3ccccc3C2)c(C)c1
    0%, -10%, 37%, 3%, 11%, 13%, 6%, -10%, 26%
- O=C(Cn1c(=O)n(Cc2ccc3c(c2)OCO3)c(=O)c2ccccc21)Nc1cccc(Cl)c1
    -9%, -5%, 46%[activator], -6%, 1%, 18%, 4%, 0%, 23%

Screening results from PubChem BioAssay.

Only part of the results is shown; count on the stated rates, not on these rows.
